Rev-RRE block: HIV Rev-RRE protein-RNA interaction inhibition. P05866. Rev peptide-RRE RNA binding, FRET. inhibition, % at 8 µM. 97,000 compounds, 0.79% hits;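 active means inhibition above the screen-wide mean plus 3 SD, cut at about 35% in these data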;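 further: 0% = median DMSO wells and 100% = median Neomycin B control wells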
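Probe or stimulus: fluorescein-Rev peptide as binding partner; assay system: Cy5-tagged RRE RNA duplex with fluorescein-tagged Rev peptide; timing: 5 min compound–RNA preincubation, then 15 min with peptide, 25 °C; medium: HEPES pH 7.5 buffer with KCl, MgCl2, NaCl and EDTA; signal: fluorescein-to-Cy5 FRET, 480 nm excitation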
PLAP act: activators of human placental alkaline phosphatase | AID 696 | purified PLAP enzyme, luminescent substrate read-out; stronger effect = higher value | activation fold at 20 µM | 96,000 compounds, 1.2% hits | P05187; in the data active means activation fold above about 2
CYP2C9 inh: blocks human cytochrome P450 2C9; P11712; CYP2C9 Supersomes, luciferin-H conversion, luminescence; inhibition, % at 5 µM; 96,000 compounds, 20% hits;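 active means blocking of liver enzyme CYP2C9 beyond about 50% at 5 µM, limit read from the data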; further: values of inactives mirror those of a sister screen read the other way
CYP2C19 act: cytochrome P450 2C19 (human) activation. P33261. recombinant CYP2C19, luciferin-H EGE luminescence; stronger effect = higher value; 0 = fully inhibited enzyme, 1 = untreated enzyme. activation factor at 5 µM. 96,000 tested, under 10 active. AID 1025;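 active means activation factor of at least 2 at 5 µM in the primary screen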;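 further: 0 = wells with 2.5 mM tranylcypromine and 1 = vehicle-only wells; values of inactives mirror those of a sister screen read the other way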
CYP2C9 activ: CYP2C9 (human) activation | P11712 | recombinant CYP2C9, luciferin-H conversion, luminescence; stronger effect = higher value; factor 1 = untreated enzyme, 0 = blocked | activation factor at 5 µM | 96,000 compounds, 1.4% hits | AID 1024;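 active means activation factor of 2 or more for CYP2C9 at a 5 µM dose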;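 further: 0 = sulfaphenazole-blocked wells and 1 = vehicle-only wells; values of inactives mirror those of a sister screen read the other way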
CYP2C19 inhib: inhibitors of human CYP2C19; P33261; CYP2C19 Supersomes, luciferin-H EGE luminescence, 30 min; inhibition, % at 5 µM; 96,000 compounds, 21% hits; AID 778;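 active means CYP2C19 inhibition above a set limit at 5 µM in the primary screen, cut at about 50% in these data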;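 further: plate controls were negative control wells for no effect and 2.5 mM tranylcypromine positive control for full effect; values of inactives mirror those of a sister screen read the other way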
PLK1 inh: PLK1 (human) kinase inhibition. inhibition, % at 10 µM. recombinant PLK1 kinase, TR-FRET peptide phosphorylation. 97,000 compounds, 0.53% hits;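 active means inhibition of 50% or more in the single-concentration screen; inactive means inhibition below 50%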;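 further: 0% = DMSO max control and 100% = H-89 dihydrochloride min control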
Plk1 PBD FP: inhibitors of human Plk1 polo box domain binding; P53350; Plk1 PBD phosphopeptide binding, fluorescence polarization; inhibition, %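 (tested at about 20 µM)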; 97,000 compounds, 0.13% hits; in the data active means inhibition above about 34%, passing the limit was not always enough
EphB4 antag: antagonists of human EphB4-ephrin-B2 interaction; EphB4 LBD / TNYL-RAW-Alexa532 peptide, fluorescence polarization; 97,000 compounds, 0.15% hits; inhibition, % at 7 µM;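 active means inhibition above the screen-wide mean inhibition plus 3 SD, cut at about 15% in these data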;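 further: 0% = DMSO wells and 100% = excess unlabeled TNYL-RAW peptide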
Target sequence (P54760 whole entry, looked up, the tested form may be a part): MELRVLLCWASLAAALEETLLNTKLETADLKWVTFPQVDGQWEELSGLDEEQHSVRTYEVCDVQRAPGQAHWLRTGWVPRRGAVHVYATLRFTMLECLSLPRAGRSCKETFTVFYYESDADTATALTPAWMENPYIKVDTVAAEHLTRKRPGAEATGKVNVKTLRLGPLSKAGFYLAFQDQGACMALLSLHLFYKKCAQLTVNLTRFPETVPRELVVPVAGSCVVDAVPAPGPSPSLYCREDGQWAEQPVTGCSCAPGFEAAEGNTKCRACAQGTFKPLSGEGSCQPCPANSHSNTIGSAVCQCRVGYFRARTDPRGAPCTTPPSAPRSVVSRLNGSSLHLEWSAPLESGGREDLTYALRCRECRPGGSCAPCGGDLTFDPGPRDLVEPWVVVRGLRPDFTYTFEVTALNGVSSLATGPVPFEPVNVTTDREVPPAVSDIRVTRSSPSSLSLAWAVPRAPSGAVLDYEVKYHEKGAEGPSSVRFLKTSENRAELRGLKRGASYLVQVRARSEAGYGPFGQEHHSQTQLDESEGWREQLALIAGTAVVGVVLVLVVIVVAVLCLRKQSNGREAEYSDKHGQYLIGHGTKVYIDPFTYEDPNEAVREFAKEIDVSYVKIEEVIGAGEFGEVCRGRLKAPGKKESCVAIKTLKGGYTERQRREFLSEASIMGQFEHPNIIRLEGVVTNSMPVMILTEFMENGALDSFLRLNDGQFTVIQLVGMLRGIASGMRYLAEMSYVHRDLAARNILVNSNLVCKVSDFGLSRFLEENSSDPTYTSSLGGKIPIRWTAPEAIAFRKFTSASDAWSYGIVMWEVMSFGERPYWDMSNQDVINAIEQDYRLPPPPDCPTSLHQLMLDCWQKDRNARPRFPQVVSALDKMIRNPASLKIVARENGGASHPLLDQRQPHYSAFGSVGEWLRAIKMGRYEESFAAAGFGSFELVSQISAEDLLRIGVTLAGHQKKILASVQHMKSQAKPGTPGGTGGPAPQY
The depositor's hits bear a star; x = no result given. Compounds as they come; any-hit rate near 29%.

Second line of a record: Rev-RRE block	PLAP act	CYP2C9 inh	CYP2C19 act	CYP2C9 activ	CYP2C19 inhib	PLK1 inh	Plk1 PBD FP	EphB4 antag
Cc1ccc(S(=O)(=O)NC(CC(=O)NCc2ccco2)c2ccco2)cc1 (stereo unspecified)
→ -3	1.4	-31	0.5	1.3	48	-4	-12	-4
CCc1ccccc1S(=O)(=O)Cc1ccc(C(=O)NCC2CCCO2)o1 (stereo unspecified)
→ 0	1	-3	0.8	1	15	-3	-19	7
CCCCOc1ccccc1C(=O)NCCCCCC(=O)O
→ x	1.4	15	1.1	0.9	-13	x	x	x
O=C1CC(c2cccc(Oc3ccccc3)c2)NC(=O)N1 (stereo unspecified)
→ 0	0.9	1	0.7	1	28	-7	-26	-5
O=c1[nH]c2cc3c(cc2cc1CN(Cc1nnnn1CC1CCCO1)C1CCCCC1)OCO3 (stereo unspecified)
→ 39*	1.1	-17	0.9	1.2	12	-11	12	-9
CCc1nc(N[C@@H](Cc2c[nH]c3ccccc23)C(=O)O)c2oc3ccccc3c2n1
→ x	1.4	39	1.1	0.6	-7	x	x	x
Cc1oc(-c2ccccc2)cc1C(=O)Nc1cccc(C(=O)O)c1
→ 3	1.2	-12	1.1	1.1	-12	-14	-11	-9
CCC(C)C(=O)Nc1nc(C)c(-c2csc(Nc3cc(Cl)ccc3OC)n2)s1 (stereo unspecified)
→ 1	1.1	46	1	0.5	5	-7	-6	-1
COC(=O)C(NC(=O)c1ccc(OC)cc1)(Nc1ncc(S(=O)(=O)c2ccc([N+](=O)[O-])cc2)s1)C(F)(F)F (stereo unspecified)
→ 13	1.6	66*	0.7	0.3	34	-15	11	1
CCCOC(=O)C(C)n1c(-c2ccccc2)nc2ccccc2c1=O (stereo unspecified)
→ 11	1.2	18	0.9	0.8	6	-8	-16	2
CCOC(=O)c1sc(NC(=O)Nc2ccc(Cl)cc2)cc1C
→ 18	1.1	18	0.6	0.8	42	-4	4	3
C=CCn1c(COc2ccc(Cl)cc2)nnc1SCC(=O)NCC(=O)OCC
→ 7	1.5	42	0.6	0.6	35	3	-8	1
CCOC(=O)CNC(=O)c1cn(C)c(=O)c2cc(OC)c(OC)cc12
→ 0	1.2	14	1	0.9	5	-17	-6	-12
COC(=O)c1ccc(NC(=O)CSCc2ccc(C)cc2)cc1
→ 14	0.6	90*	0.2	0.1	75*	-33	-8	-5
Nc1ccc(C(=O)OCC(=O)NC2CCCc3ccccc32)cc1[N+](=O)[O-] (stereo unspecified)
→ -1	0.7	-4	0.7	1	35	-13	-6	-3
Cc1cc(NC(=O)Nc2ccc(F)c(Cl)c2)no1
→ 11	0.9	18	0.8	0.8	19	-3	37	-5
COc1ccc(/C=C/C(=O)Nc2ccccc2C(=O)N2CCCC2)cc1
→ -2	1	15	1	0.8	5	-10	10	-5
CCCCN(CCCC)S(=O)(=O)c1ccc(NC(=O)Cc2cccs2)cc1
→ 18	0.7	89*	0.3	0.1	66*	-33	-34	0
Cc1nc(NC(=O)c2ccco2)sc1-c1csc(Nc2ccc(Cl)cc2)n1
→ 4	1	31	0.5	0.7	50	-4	-42	1
COc1ccc(NC(=O)N(Cc2ccc3c(c2)OCO3)C2CC(=O)N(c3ccc(OC)cc3)C2=O)cc1 (stereo unspecified)
→ 7	0.9	20	0.9	0.8	9	-11	25	-6

In the list so far, two contain fluorine:
Second line of a record: Rev-RRE block	PLAP act	CYP2C9 inh	CYP2C19 act	CYP2C9 activ	CYP2C19 inhib	PLK1 inh	Plk1 PBD FP	EphB4 antag
COC(=O)C(NC(=O)c1ccc(OC)cc1)(Nc1ncc(S(=O)(=O)c2ccc([N+](=O)[O-])cc2)s1)C(F)(F)F (stereo unspecified)
→ 13	1.6	66*	0.7	0.3	34	-15	11	1
Cc1cc(NC(=O)Nc2ccc(F)c(Cl)c2)no1
→ 11	0.9	18	0.8	0.8	19	-3	37	-5

New compounds follow:
Second line of a record: Rev-RRE block	PLAP act	CYP2C9 inh	CYP2C19 act	CYP2C9 activ	CYP2C19 inhib	PLK1 inh	Plk1 PBD FP	EphB4 antag
CCOc1ccc(C(=O)NC(C(=O)NCc2ccccn2)C(C)C)cc1 (stereo unspecified)
→ 0	0.9	7	0.7	0.9	27	-3	3	4
Cc1ccc(NC(=O)c2ccco2)cc1C
→ 14	0.9	1	0.9	1	14	7	-18	3
Cc1c(CCO)c(=O)n(C)n1C(=O)c1ccc(Cl)cc1
→ -4	1.1	4	0.4	1	56*	-4	-6	0
CCCCSc1nc(C)cc(C)c1S(=O)(=O)c1ccccc1C
→ 20	0.8	39	0.3	0.6	75*	-13	25	1
Cc1ccccc1NC(=O)CSc1nnc(-c2ccoc2C)n1CCc1ccccc1
→ 8	1.2	26	0.6	0.7	40	-22	-6	7
Cc1ccc(-n2c3c(cc(C(=O)Nc4cccc(C)n4)c2=O)C(=O)CCC3)cc1
→ x	1.2	-10	1.1	1.1	-9	x	x	x
CCOc1ccc(N(CC(=O)Nc2ccccc2C(=O)NCc2ccco2)S(C)(=O)=O)cc1
→ 6	1.1	70*	0.8	0.3	23	-8	15	4
CCOC(=O)c1c(NC(=O)CSc2nnc(-c3cccc(C)c3)n2CC)sc(C(C)=O)c1C
→ 1	1.2	94*	0.5	0.1	45	0	-3	0
CN(CCOc1ccccc1)S(=O)(=O)c1ccc2oc3ccccc3c2c1
→ 16	0.9	-62	0.5	1.6	52*	-5	-10	9
CC(C)Nc1nc(NC(C)C)nc(N(C#N)CCOc2ccc(Cl)cc2Cl)n1
→ 1	x	x	x	x	x	-17	0	-3
CCc1ccccc1N(C(=O)c1cccs1)C1C=CS(=O)(=O)C1 (stereo unspecified)
→ 2	1	14	0.3	0.9	71*	-12	-4	-3
CC(=NCCCNC1CCCCC1)C1=C(O)CC(C)(C)CC1=O
→ 2	1.3	6	1	0.9	2	-7	5	-2
Cc1noc(C)c1COc1cccc(C(=O)NCc2cccc(Cl)c2)c1
→ 10	1.1	52*	0.6	0.5	42	-4	-22	3
O=C(O)CSc1ncn[nH]1
→ -2	0.7	-23	1.2	1.2	-21	-7	-8	-5
O=C(CS(=O)c1cccc(Cl)c1)Nc1ccccc1Cl (stereo unspecified)
→ 5	0.8	-162	0.4	2.6*	60*	-21	-34	4
Cc1ccccc1Nc1nc(-c2sc(NC(=O)c3ccco3)nc2C)cs1
→ 4	1.3	30	0.7	0.7	29	-3	17	9
CCn1nnnc1SCC(=O)N1c2ccccc2Sc2ccccc21
→ 3	x	x	x	x	x	-12	-15	1
CCOc1ccc(C2CC(=O)NC3=C2C(=O)CCC3)cc1Cl (stereo unspecified)
→ 5	1.1	-19	0.5	1.2	49	-10	-16	5
COc1ccccc1Oc1nc2c(c(=O)n(Cc3ccccc3F)c(=O)n2C)n1C
→ 10	1.5	-10	0.4	1.1	60*	-8	5	5
CCOC(=O)CN(C(=O)CCC(=O)Nc1cc(C)on1)C(C(=O)NC1CCCC1)c1cccnc1 (stereo unspecified)
→ 1	1.1	6	0.9	0.9	10	-5	-5	11
C=CCn1c(CNC(=O)CCC)nc2ccccc21
→ 11	x	x	x	x	x	-4	15	1
COC(=O)c1ccccc1NS(=O)(=O)c1cn(C)c(=O)n(C)c1=O
→ 6	1.1	8	0.9	0.9	9	-6	-31	-2
Cc1ocnc1C(=O)Nc1ccc(Cl)cc1
→ 6	0.9	9	0.9	0.9	14	2	-28	2
Brc1ccc(NCc2cccc3ccccc23)nc1
→ 4	0.9	11	0.9	0.9	9	3	14	-12
Cc1cc(C(=O)N(C)C)sc1-c1ccccc1
→ 2	x	x	x	x	x	-6	4	4
CC(C)C(NC(=O)c1ccc(C(C)(C)C)cc1)C(=O)NC1=NCCS1 (stereo unspecified)
→ 12	1.4	20	1	0.8	5	-7	17	-10
O=C1CCCc2c1nc(-c1ccco1)n2O
→ 5	0.9	16	0.9	0.8	15	-12	19	-1
Cc1[nH]c(=S)n(CC2CCCO2)c1C (stereo unspecified)
→ 8	x	x	x	x	x	-14	1	6
CN1CCN(CC#CC(C)(O)C2CC3C=CC2C3)CC1 (stereo unspecified)
→ x	1.6	6	0.8	0.9	16	x	x	x
Cc1ccc(S(=O)(=O)NC(=O)Nc2ccc(F)cc2)cc1
→ 5	x	x	x	x	x	-5	-7	-1
CCCC(c1nnnn1Cc1ccc(OC)cc1)N1CCC(C(N)=O)CC1 (stereo unspecified)
→ 5	1.8	33	0.5	0.7	47	-4	-19	11
O=C(Nc1cccc(Oc2ccc3c(c2)C(=O)NC3=O)c1)c1ccco1
→ 2	1.3	22	0.9	0.8	14	-6	0	-1
OCCCNC(c1ccccc1)c1ccc(O)cc1 (stereo unspecified)
→ 5	x	x	x	x	x	-10	3	-10
CCN1CCN(C(c2cccs2)C(C)NC(=O)c2ccccc2F)CC1 (stereo unspecified)
→ 0	1.1	59*	0.9	0.4	8	0	-7	-14
COc1ccc(C(=O)OCC(=O)c2ccccc2)cc1S(=O)(=O)N1CCOCC1
→ 10	1.5	56*	0.2	0.4	78*	-2	-16	-6
C=CCc1c(C)nc(SC)nc1Nc1ccc(C(C)=O)cc1
→ 10	1.6	97*	0.1	0	94*	-6	-4	1
Cc1ccc(NC(=O)c2cc(-c3ccco3)on2)cc1
→ 3	0.9	-7	1	1.1	2	-5	-11	-1
CCOC(=O)CNC(=O)CNC(=O)c1ccc(OCC(C)C)cc1
→ -1	0.7	-3	1	1	-4	4	-30	-11
c1ccc(NC2=NCCCCS2)cc1
→ 4	x	x	x	x	x	-7	27	-8
CCCCn1c(=O)[nH]c(=O)c2c1nc(-c1ccncc1)n2CCOC
→ 5	1.1	41	0.6	0.6	37	-5	12	-5
COCCn1c(-c2ccc(-c3ccccc3Cl)o2)nc2c1c(=O)[nH]c(=O)n2CC(C)C
→ 13	1	28	1	0.7	-1	-47	-21	-3
O=C(O)C1CCC(N2C(=O)C3CCCCC3C2=O)CC1 (stereo unspecified)
→ 4	0.9	-9	0.9	1.1	7	-12	-7	-4
